Screens (PubChem BioAssay)
FEN1 inh = inhibitors of human flap endonuclease 1. hit rate 0.35% among 390,000. Recombinant FEN1 flap cleavage, fluorescence, 15 min. P39748. AID 588795. Potency, µM (highest dose often 114 µM), without a hit: at the top dose activity change, negative = inhibition, most hits filed as inhibitors; also: nearly all actives have a fitted effect of over 65% in size
Target sequence (P39748 whole entry, looked up): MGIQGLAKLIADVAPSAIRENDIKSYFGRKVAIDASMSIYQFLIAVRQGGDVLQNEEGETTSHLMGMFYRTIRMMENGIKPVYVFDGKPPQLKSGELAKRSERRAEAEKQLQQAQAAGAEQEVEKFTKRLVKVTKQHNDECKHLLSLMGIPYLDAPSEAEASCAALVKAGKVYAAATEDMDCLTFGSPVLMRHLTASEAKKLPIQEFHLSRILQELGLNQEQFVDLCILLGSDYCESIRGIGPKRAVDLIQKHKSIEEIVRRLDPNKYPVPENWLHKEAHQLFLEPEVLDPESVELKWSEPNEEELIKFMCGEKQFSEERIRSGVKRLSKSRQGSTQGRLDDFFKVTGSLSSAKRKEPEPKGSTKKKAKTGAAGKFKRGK
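Potency values derive from four-parameter Hill fits of normalized qHTS data. The reaction used 10 nM FEN1 preincubated 15 min at room temperature with compound, then 50 nM DNA substrate, read at 0 and 15 min.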
TDP1 cell CPT = DT40-hTDP1 cell growth loss with CPT; chicken DT40 Tdp1-/-;hTDP1 cells + 20 nM CPT, ATP luminescence, 48 h; Potency, µM (doses to about 46.2 µM), without a hit: at the top dose activity change, negative = growth inhibition, usual class: inhibitors; hit rate 12% among 420,000; also: nearly all actives have a fitted effect of over 55% in size
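Chicken DT40 Tdp1-/- cells complemented with human TDP1, 400 cells/well, exposed to compounds plus 20 nM camptothecin for at least 48 h at 37 C; viability read as ATP content by CellTiter-Glo luminescence.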
N370S GC = inhibitors or activators of N370S glucocerebrosidase for Gaucher disease | P04062 | N370S GC spleen homogenate, 4MU-glucoside fluorescence | Potency, µM (titrated, usually from 59.4 µM), for the others: top-dose activity change, negative = inhibition, most hits filed as inhibitors | hit rate 0.092% among 330,000;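 also: 0% = full enzyme activity and -100% = no enzyme basal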
The depositor's hits bear a star; u = inconclusive; x = no result given; & = joins results of further samples. Calls follow the shape of the dose curve; as a rule, active = well fitted curve in the direction sought with a large enough effect; inconclusive = small, poorly fitted or top-dose-only effect, or another doubt; inactive = no such curve, though single readings can be large; an effect the other way counts as inactive or inconclusive. Unless noted, % is scaled to controls: 0 for no effect and ±100 for the full control effect; potency is read from the fitted curve at half-maximal effect. Some of the compounds tested; rates above refer to the full screens.

SMILES | FEN1 inh | TDP1 cell CPT | N370S GC
CC(Sc1nnc(-c2cccnc2)n1N)C(=O)Nc1ccc2c(c1)OCCO2 (stereo unspecified) | 3.6% | -8.1% | -19.6%
Cc1cc(C)c(S(=O)(=O)N2CCOC2CNC(=O)C(=O)NCc2ccco2)c(C)c1 (stereo unspecified) | -8.9% | -14.1% | -22.4%
N#CC1(c2ccccc2)CCC(=NO)CC1 (stereo unspecified) | 0.8% | -9.1% | 7.1%
Cc1ccc(-n2c3c(cc(C(=O)Nc4cccc(Cl)c4)c2=O)C(=O)CC(C)(C)C3)cc1 | 15.5% | -9.1% | x
O=C(CN1CCN(CC(=O)Nc2ccccc2Cl)CC1)NCC1(N2CCCCC2)CCCCC1 | 5.4% | u | x
Cc1cccc(C)c1NC(=O)C1=C(O)c2sccc2N(C)S1(=O)=O | -3.1% | 13.2% | 24.3%
COc1ccc(OC)c(N2C(=O)[C@@H]3C(c4ccccc4Cl)=NO[C@@H]3C2=O)c1 | 50.1µM* | -16.5% | 8.7%
Cc1nc(C)c(C(=O)Nc2cccc(C)c2C)s1 | 12.7% | 11.0% | -3.8%
O=S(=O)(c1ccccc1)c1nc(-c2ccc(F)cc2)oc1NCC1CCCO1 (stereo unspecified) | -12.8% | 5.8% | x
Cc1c(NC(=O)c2cccc(S(=O)(=O)N3CCOCC3)c2)c(=O)n(-c2ccccc2)n1C | 2.4% | -5.2% | -2.7%
Cc1cccc(C2=NN(c3ccc(Br)cc3)[C@@H](C(=O)N3CCOC3=O)[C@@H]2c2ccccc2)c1 | -17.3% | u | u
CCOc1ccc(C(C(=O)NCC2CCCO2)N(Cc2cccs2)C(=O)c2snc(C(N)=O)c2N)cc1 (stereo unspecified) | -1.1% | 23.1µM* | 2.0%
CC(=O)c1ccc(NC(=O)CCOc2ccccc2)cc1 | -17.9% | -19.6% | x
CC(=O)NCN1CCN(CNC(C)=O)CC1 | 6.5% | 5.4% | -8.7%
CCc1cccc(C)c1NC(=O)c1cn2c3c(ccc(Cl)c3c1=O)OC(C)C2 (stereo unspecified) | 12.2% | u | x
CCOC(=O)[C@@H]1[C@H]2COc3cc(OC)ccc3[C@H]2N2C(=O)N(c3cccc(Cl)c3)C(=O)[C@@]12C | -17.2% | u | -0.6%
Cn1c(-c2ccc(F)cc2)cnc1NCc1ccc(C#N)cc1 | -2.2% | u | 2.7%
COc1ccccc1NC(=S)N(Cc1cccnc1)Cc1ccccc1Cl | -1.1% | -29.2% | 0.0%
CC(NO)C(C)(C)NO (stereo unspecified) | 10.2% | -1.7% | 0.7%
COC(=O)CN1C(=O)C(C)(C)c2cc(S(=O)(=O)Nc3ccc(C(C)C)cc3)ccc21 | -21.3% | -1.8% | x
O=C(CSc1nc(-c2ccccc2)nc2ccccc12)Nc1cccc(C(=O)O)c1 | -13.9% | u | 9.5%
CCOc1ccccc1N1CCN(C(=O)CN2C(=O)NC3(CCCC3)C2=O)CC1 | -3.2% | -4.1% | -17.7%
Cc1cccc(C(=O)N2CCCC(Nc3ccc(F)c(F)c3)C2)n1 (stereo unspecified) | 1.7% | -26.7% | 8.4%
CC(=O)C1=C(S(=O)(=O)c2ccc(C)cc2)CS(=O)(=O)C1 | -7.0% | 3.66µM* | -7.0%
CCCn1c(SCC(=O)Nc2ccc(C)c(S(=O)(=O)N3CCOCC3)c2)n[nH]c1=O | 1.2% | -23.2% | -0.8%
Cc1cc(Nc2ccc(F)cc2C)n2nc(C)nc2n1 | -12.3% | -11.1% | -20.9%
Cc1ccc(C)c(NC(=O)Cn2nc([N+](=O)[O-])c(Br)c2C)c1 | 1.4% | -21.9% | -3.8%
CCOc1ccc2nc(NC(=O)CN3CCC(n4nnc5cc(C(F)(F)F)ccc54)CC3)sc2c1 | -12.3% | 14.6µM* | -16.1%
COc1ccccc1NS(=O)(=O)c1ccc(OC)c(OC)c1 | -13.7% | -8.6% | 1.3%
O=C(/C(=C/c1ccccc1)c1ccccc1)N1CCCCC1 | -1.9% | u | 22.5%

Structures above containing a thiophene ring, fused or not, in the order listed:
SMILES | FEN1 inh | TDP1 cell CPT | N370S GC
Cc1cccc(C)c1NC(=O)C1=C(O)c2sccc2N(C)S1(=O)=O | -3.1% | 13.2% | 24.3%
CCOc1ccc(C(C(=O)NCC2CCCO2)N(Cc2cccs2)C(=O)c2snc(C(N)=O)c2N)cc1 (stereo unspecified) | -1.1% | 23.1µM* | 2.0%

Following part.
SMILES | FEN1 inh | TDP1 cell CPT | N370S GC
C=CCn1c(SCC(=O)NC2(C)CCS(=O)(=O)C2)nc2ccccc21 (stereo unspecified) | -1.5% | 0.0% | x
CCN(C(=O)C(=O)c1c[nH]c2ccccc12)c1ccccc1 | 12.9% | -2.1% | -2.0%
Cn1c(SCc2ccc(F)cc2)nnc1-c1cnccn1 | -0.3% | -1.8% | -2.0%
Cn1c2ccccc2c2cc(/C=N/NC(=O)c3ccc(N)cc3)ccc21 | -6.9% | u | 22.3%
O=C(CSc1ccccn1)N1CCc2ccccc21 | -4.7% | 0.9% | 6.4%
CCOC(=O)c1ccc(NC(=O)C2Cc3ccccc3CN2S(=O)(=O)c2ccc(Cl)cc2)cc1 (stereo unspecified) | -5.0% | u | x
O=C1CN(C(=O)CSc2nc3cc(Cl)ccc3c(=O)n2Cc2ccccc2)c2ccccc2N1 | -11.2% | u | 5.5%
NC(=S)N/N=C/c1ccc2cccc(OCc3ccccc3)c2n1 | -17.9% | u | 3.7%
C=CCn1c(=O)c2ccccc2n2c(Sc3nnnn3-c3ccccc3)nnc12 | -3.3% | u | -3.3%
CC1(c2ccccc2Cl)NC(=O)N(CC(=O)N2CCc3ccccc32)C1=O (stereo unspecified) | -14.9% | u | x
Cc1ccc(NC(=O)CN2C(=O)c3ccccc3Sc3ncccc32)c(C)c1 | 5.2% | 23.1µM* | x
C/C(O)=C(/C=NCC(=O)O)C(=O)Nc1nccs1 | 2.5% | 23.3% | -4.6%
CC(C)COC(=O)Nc1nnc(Cc2ccccc2)s1 | 4.2% | u | -21.1%
O=C(NC(C(=O)O)c1ccccc1)c1ccccc1 (stereo unspecified) | -6.5% | -6.6% | 4.0%
CC(NC(=O)CSc1nc2ccc(N)cc2s1)c1ccccc1 (stereo unspecified) | -3.3% | -7.0% | 4.6%

3 successive entries out of the list so far, quoted:
SMILES | FEN1 inh | TDP1 cell CPT | N370S GC
CC(C)COC(=O)Nc1nnc(Cc2ccccc2)s1 | 4.2% | u | -21.1%
O=C(NC(C(=O)O)c1ccccc1)c1ccccc1 (stereo unspecified) | -6.5% | -6.6% | 4.0%
CC(NC(=O)CSc1nc2ccc(N)cc2s1)c1ccccc1 (stereo unspecified) | -3.3% | -7.0% | 4.6%

Next compounds
SMILES | FEN1 inh | TDP1 cell CPT | N370S GC
Cn1ccnc1SCC(=O)c1cccc(Br)c1 | -7.0% | -4.7% | 3.4%
CCN1CCN(C(=S)NCCc2ccccc2)CC1 | -7.0% | 5.5% | -2.9%
O=C(Oc1ccc(-c2csnn2)cc1)C1CC1 | 6.4% | 2.1% | -1.6%
CCOC(=O)c1c(-c2ccccc2)csc1NC(=O)CSc1nc(C)cc(C)n1 | -19.6% | u | 15.8%
COc1ccc2c(c1OC)OCC2C (stereo unspecified) | 10.0% | u | x
O=C(/C(=C(\O)c1ccccc1)c1ncc[nH]1)c1ccccc1 | 10.0% | -8.8% | -3.8%
CC(C)CCNC(=O)C1CCC(=O)N1CCc1ccccc1 (stereo unspecified) | -5.4% | -8.3% | -9.7%
CCOc1ccc(NC(=O)N2CC3CCCN3c3ccccc32)cc1 (stereo unspecified) | -5.5% | u | x
O=C(NCCN1CCOCC1)C1CCN(c2nc3ccccc3o2)CC1 | -2.1% | 1.9% | -7.9%
COCCOC(=O)C1=C(C)NC(=O)NC1c1ccc(Cl)cc1 (stereo unspecified) | -5.3% | -24.5% | 2.2%
CCCCCC(=O)OCCc1c(C)nc2nc[nH]n2c1=O | 5.9% | 19.4% | -0.3%
O=S(=O)(c1ccc(Cl)cc1)N1CCN(CCc2ccccc2)CC1 | 8.4% | -23.7% | -8.4%
CCN(c1ccc(NC(=O)CSCc2c(C)noc2C)cc1)C(C)C | -10.0% | u | x
Cc1ccc(S(=O)(=O)CC(=O)Nc2c(C)n(C)n(-c3ccccc3)c2=O)cc1 | -3.7% | -1.5% | -1.3%
COc1ccc(C(C(=O)NC2CCCCC2)N(Cc2cccs2)C(=O)Cc2c[nH]c3ccccc23)cc1OC (stereo unspecified) | -0.4% | 13µM* | 4.9%
Cn1c(=O)cc(SCC(=O)N2CCCC2)c2ccc(Cl)cc21 | -6.6% | -8.4% | 2.2%
O=C(O)C1CCN(S(=O)(=O)N2CCOCC2)CC1 | 5.2% | -0.4% | -12.5%
Cc1noc(C)c1C(=O)N1CCC[C@@]2(CCN(C(=O)Nc3cccc(F)c3)C2)C1 | x | -2.4% | -1.2%
CCOC(=O)N1CCN(C(=O)CN(c2ccccc2OC)S(=O)(=O)c2ccc(OC)cc2)CC1 | 1.4% | -2.9% | 7.4%
CN(C)c1ccc(S(=O)(=O)N2CCCCC2)cc1NC(=O)CCNC(=O)c1ccco1 | -1.8% | 3.4% | x
COc1cc(CN2CCN(c3cccc(C)c3C)CC2)cc([N+](=O)[O-])c1O | -2.6% | -5.2% | -12.5%
Cc1cc(-c2nnc(CCC(=O)NCCc3ccccc3F)o2)no1 | 0.6% | -2.8% | -18.2%
Cc1cc(NC(=O)Nc2cc(F)ccc2F)no1 | -6.3% | -25.6% | 25.5%
Cc1ccc(S(=O)(=O)NCC(=O)OCC(=O)c2cc(C)n(-c3ccccc3)c2C)cc1 | 4.6% | -17.1% | 5.3%
COc1ccc(N2CCN(C(=O)COC(=O)/C=C/c3ccc(OC(F)F)cc3)CC2)cc1 | -2.2% | 0.3% | 2.0%
Cc1ccc(O)c(NC(=O)c2ccc3c(c2)C(=O)N(CC(C)C)C3=O)c1 | 1.7% | 3.7% | -13.1%
COc1cccc(Nc2nc3ccccc3c3nncn23)c1 | -5.5% | 16.4µM* | x
O=C(Nc1ccc(C(=O)N2CCOCC2)cc1)C1CC1 | 0.8% | -12.7% | x
COC(=O)c1ccc2[nH]c(C)cc(=O)c2c1 | -8.2% | 2.3% | 4.8%
C/C=C/C=C/C(=O)N1CC2(CC(c3cccc(NC(=O)CCCCC)c3)=NO2)C[C@H]1C(N)=O (stereo partly specified) | 5.4% | -0.4% | -7.8%
Cc1ccc(CNC(=O)Cn2cccc2C(=O)c2ccccc2C)cc1 | -3.8%&-7.5% | u | -2.3%
COc1ccc2c(Cl)c(C(=O)NC3CCS(=O)(=O)C3)sc2c1 (stereo unspecified) | 4.1% | -11.5% | -15.7%
O=S(=O)(Nc1nccs1)c1ccc(Cl)cc1 | 5.6% | u | 8.8%
CSc1ccc(CCNC(=O)c2sc3ncccc3c2-n2cccc2)cc1 | 6.0% | 16.4µM* | x
Oc1ccc(Br)cc1-c1cc(-c2ccccc2Cl)[nH]n1 | 12.4% | u | 7.3%
N#CCCc1cccc(CCC#N)c1 | -11.6% | -5.8% | -1.6%
COc1cc(OC)c(N2CC(C(=O)Nc3cc(Cl)ccc3N3CCOCC3)CC2=O)cc1Cl (stereo unspecified) | 10.1% | 3.66µM* | x
CC(C)Nc1cc(N2CCCC2)ccc1[N+](=O)[O-] | -0.6% | u | 12.7%
O=C1Nc2ccccc2S/C1=C/c1cccs1 | -12.9% | 10.0% | 20.8%
O=C(O)CC1S/C(=N/N=C/C=C/c2ccccc2)NC1=O (stereo unspecified) | -0.6%&-4.4% | -19.1%&1.5% | 1.9%&6.3%
CCOc1ccc(N(CC(=O)N2CCCCC2)S(=O)(=O)c2ccc(Cl)cc2)cc1 | -1.2% | -18.4% | -3.8%
O=C(C1CCC(CNc2c(N3CCCCC3)c(=O)c2=O)CC1)N1CCN(c2ccccn2)CC1 (stereo unspecified) | 15.0% | u | 2.5%
COc1ccc(NC2CCCN(C(=O)c3ccccc3C(F)(F)F)C2)cc1 (stereo unspecified) | 8.3% | -19.8% | -3.4%
CCCN1CCN(C(=O)c2ccc(F)c(S(=O)(=O)N3CCOCC3)c2)CC1 | -15.9% | 13.9% | x
CC(=O)NCCc1nc2ccccc2n1Cc1ccc(C)cc1 | 0.0% | 2.2% | -1.0%
O=C1CC(N2CCN(Cc3ccc4c(c3)OCO4)CC2)C(=O)N1c1cccc2ccccc12 (stereo unspecified) | 15.4% | -12.4% | 22.6%
CC(=O)Nc1cc[n+](C(C)C(=O)c2ccc(Br)cc2)cc1 (stereo unspecified) | -2.4% | -21.9% | -0.1%

Quoted at random: three records from the list, in no set order.
SMILES | FEN1 inh | TDP1 cell CPT | N370S GC
CC(=O)Nc1cc[n+](C(C)C(=O)c2ccc(Br)cc2)cc1 (stereo unspecified) | -2.4% | -21.9% | -0.1%
CCCN1CCN(C(=O)c2ccc(F)c(S(=O)(=O)N3CCOCC3)c2)CC1 | -15.9% | 13.9% | x
CCOc1ccc(N(CC(=O)N2CCCCC2)S(=O)(=O)c2ccc(Cl)cc2)cc1 | -1.2% | -18.4% | -3.8%
